# From PubChem BioAssay
# KDM5B inhibitor: Primary screen for KDM5B Histone Demethylases FDH-coupled qHTS. Lysine-specific demethylase 5B (Homo sapiens), Q9UGL1. KDM5B demethylase, FDH-coupled NADH fluorescence (FDH is formaldehyde dehydrogenase). Potency, µM (series often up to 57.7 µM), without a hit: top-dose activity change, negative = inhibition, actives largely listed as inhibitors. 220,000 tested, 2.6% active; active means well fitted inhibition curve with a large enough effect; inconclusive means small, poorly fitted or top-dose-only effect; inactive means no such curve, though single readings can be large or run the other way; further: 0% is about no effect; nearly all actives have a fitted effect of over 70% in size
# Target sequence (Q9UGL1 whole entry, looked up): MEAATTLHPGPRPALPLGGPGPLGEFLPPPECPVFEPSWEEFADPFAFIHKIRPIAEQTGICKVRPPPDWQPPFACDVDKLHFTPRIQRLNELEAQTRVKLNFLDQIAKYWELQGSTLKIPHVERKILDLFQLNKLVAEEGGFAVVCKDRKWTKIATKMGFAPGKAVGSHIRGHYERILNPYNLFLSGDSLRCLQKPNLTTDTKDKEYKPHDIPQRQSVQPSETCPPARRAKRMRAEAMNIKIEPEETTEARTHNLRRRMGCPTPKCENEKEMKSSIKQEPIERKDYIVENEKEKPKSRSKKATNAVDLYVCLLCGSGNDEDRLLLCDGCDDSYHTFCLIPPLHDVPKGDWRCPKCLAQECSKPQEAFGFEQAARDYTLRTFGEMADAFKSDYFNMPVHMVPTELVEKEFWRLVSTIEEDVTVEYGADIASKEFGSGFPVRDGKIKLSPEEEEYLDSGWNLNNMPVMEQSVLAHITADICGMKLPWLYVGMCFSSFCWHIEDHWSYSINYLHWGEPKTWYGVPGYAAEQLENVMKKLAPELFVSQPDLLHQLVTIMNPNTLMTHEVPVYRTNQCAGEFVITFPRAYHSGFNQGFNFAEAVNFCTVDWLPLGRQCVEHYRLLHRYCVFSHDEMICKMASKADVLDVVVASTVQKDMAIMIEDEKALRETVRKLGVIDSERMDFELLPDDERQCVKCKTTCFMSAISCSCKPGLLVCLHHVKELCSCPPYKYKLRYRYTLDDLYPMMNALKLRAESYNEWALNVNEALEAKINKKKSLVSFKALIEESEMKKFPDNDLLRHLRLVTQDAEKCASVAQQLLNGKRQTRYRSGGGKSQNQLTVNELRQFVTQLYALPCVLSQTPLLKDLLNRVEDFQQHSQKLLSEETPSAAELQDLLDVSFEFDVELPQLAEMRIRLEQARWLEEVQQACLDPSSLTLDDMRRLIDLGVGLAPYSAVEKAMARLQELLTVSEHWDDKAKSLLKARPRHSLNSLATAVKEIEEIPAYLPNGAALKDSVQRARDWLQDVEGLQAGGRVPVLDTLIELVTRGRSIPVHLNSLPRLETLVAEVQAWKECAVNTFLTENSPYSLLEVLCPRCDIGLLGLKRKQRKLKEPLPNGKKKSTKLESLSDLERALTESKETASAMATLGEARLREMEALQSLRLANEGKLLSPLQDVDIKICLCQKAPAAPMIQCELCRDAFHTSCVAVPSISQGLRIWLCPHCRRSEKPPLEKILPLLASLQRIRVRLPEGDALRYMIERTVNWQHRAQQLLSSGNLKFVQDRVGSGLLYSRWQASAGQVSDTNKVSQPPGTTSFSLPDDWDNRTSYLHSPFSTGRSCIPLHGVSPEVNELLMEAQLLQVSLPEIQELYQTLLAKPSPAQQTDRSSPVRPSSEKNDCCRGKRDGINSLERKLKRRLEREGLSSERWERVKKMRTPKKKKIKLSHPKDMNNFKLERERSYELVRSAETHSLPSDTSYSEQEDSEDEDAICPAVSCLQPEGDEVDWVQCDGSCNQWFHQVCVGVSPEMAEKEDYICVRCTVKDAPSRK
#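 Coupled FDH/NAD⁺ fluorescence readout. KDM5BΔAP 200 nM final; compound titration, 10 min RT preincubation; substrate mix 12.5 µM H3K4me3, 25 µM 2-OG, 50 µM Fe(II), 100 µM ascorbate, 0.25 mM NAD⁺, 0.25 U/mL FDH; ΔRFU over 30 min.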
# * = called active by the depositor; i = inactive; ? = inconclusive; & = joins results of further samples; [ ] = another dose, or the depositor's remark. Potency means the concentration at half of the fitted maximal effect.
SMILES,KDM5B inhibitor
CC1CCCN(C(=O)c2cccc(S(=O)(=O)Nc3cc(C(F)(F)F)ccc3Cl)c2)C1 (stereo not given),5.1%
N#Cc1cccc(NC(=O)C2CCN(S(=O)(=O)c3ccc4[nH]c(=O)ccc4c3)CC2)c1,?
COc1ccc(C(=O)N2CCN(c3cc(-c4cccs4)[nH]n3)CC2)cc1OC,?
Cc1cccc(-c2cccc3c4c([nH]c23)[C@@H]2C[C@H](N(C)C(=O)c3cccc(Cl)c3)[C@H]([C@H](C)O)CN2CC4)c1,?
O=C(c1ccc(Cl)cc1)N1CC2(CCCN2Cc2ccc(Cl)cc2)Cc2ccccc21 (stereo not given),?
CCC(=O)NCc1cccnc1Oc1ccccc1OC,-8.0%
CC1=C(C(=O)Nc2ccccc2)C(c2cccc(Cl)c2)N2C(=O)CSC2=N1 (stereo not given),?
CCn1nccc1C(=O)NCCC1CCN(C(=O)Nc2cc(F)ccc2F)CC1,-12.8%
COc1ccc(CN2CC3(C2)C(=O)Nc2ccccc23)cc1,18.9%[149 µM]
CC(C)CN(c1ccccc1)S(=O)(=O)c1nnc(NC(=O)C2CCCCC2)s1,-12.8%
COC(=O)c1c(C)noc1-c1ccc(Cl)cc1,29.3%
CCCCN(C(=O)c1cc(=O)[nH]c2ccccc12)c1c(N)n(CCCC)c(=O)[nH]c1=O,-3.3%
Cc1ccc2c(C(=O)Nc3ccc(F)cc3)cnn2c1,?
COc1ccc(C2NC(=S)NC3=C2CCc2cc(OC)ccc23)cc1 (stereo not given),?
CCC1(N2CCN(C(=O)c3cccc(C(F)(F)F)c3)CC2)CCN(S(C)(=O)=O)C1 (stereo not given),-0.9%
CCOC(=O)N1CCC(NC(=O)c2cnn(-c3cccc(C)c3)c2-n2cccc2)CC1,?
Cc1cc(-c2nnc(SCC(=O)Nc3ccccc3Cl)n2C)no1,36.7%
O=C(NCCCN1CCN(c2ccccc2F)CC1)c1ccc2nc(CCc3ccccc3)oc2c1,20.1%
O=C(NCC#Cc1cccc(C(F)(F)F)c1)NC1CCN(Cc2ccccn2)CC1,-19.2%
Cc1noc(-c2cccc(OC3CN(C(=O)Cc4ccccc4)C3)c2)n1,-35.9%
O=C(NC1CC1)C1CCN(C(=O)c2ncn3c2COC(c2ccc(F)cc2)C3)CC1 (stereo not given),-3.0%
Cc1ccc(CNC(=O)Cc2c[nH]c3ccccc23)cc1,4.8%
Cc1ccc(-c2nc(C#N)c(N3CCN(C)CC3)o2)cc1,?
CCN(C(=O)CSc1nc(-c2ccc(C(C)C)cc2)no1)c1ccccc1,?
COc1ccccc1NC(=O)CSc1nc2ccccc2c2nc(-c3ccccc3)nn12,8.6%
Cc1ccc2nc(CO[C@H]3CN(Cc4nccs4)C[C@H]3F)[nH]c2c1,-3.8%[86.2 µM]
C(#CCN1CCOCC1)CC(c1ccccc1)c1ccccc1,11.1%
O=C(c1ccccc1Cl)[C@@H]1[C@@H]2CCCN2[C@]2(C(=O)Nc3ccccc32)[C@@]12C(=O)Nc1ccccc12,-4.2%
COc1ccc(-c2nc(CS(=O)(=O)CC(=O)NCCc3ccc(C)cc3)c(C)o2)cc1,10.3%&2.0%
CC(C)(C)NC(NC(=O)c1ccc([N+](=O)[O-])cc1)C(Cl)(Cl)Cl (stereo not given),11.6%
c1ccc(Nc2cc3c(cn2)CN(Cc2ccn[nH]2)CCN3)cc1,-21.7%[86.2 µM]
O=C(O)c1ccc(CN2CC(COc3ccccc3)C3(C2)CN(c2ccccc2)C3)cc1 (stereo not given),-23.4%[86.2 µM]
COc1cc(Br)c2cc(C(=O)O)[nH]c2c1OC,?
CC(C)N1C(=O)CO[C@H](c2ccc(NS(=O)(=O)Cc3ccccc3)cc2)[C@H]1CO,?
CN1c2cc(C(=O)NCc3ccc(Cl)cc3)ccc2C(=O)N2CCCCC21 (stereo not given),?
COc1cc(C(=O)NC(C)Cn2cccn2)cc(Cl)c1OC (stereo not given),-5.4%
O=C(CSc1nc(-c2cccs2)cc(C(F)(F)F)n1)Nc1ccccc1Cl,?
Cc1ccc(-n2ncc(C(=O)N3CCC(c4ccccc4)C3)c2C2CCN(C(=O)OC(C)(C)C)CC2)cc1 (stereo not given),?
CCSc1nc(N2CCOCC2)c2sc3c(c2n1)COC(C)(C)C3,17.8%
Cc1ccc(NC(=O)c2ncoc2-c2ccc(C)o2)c(Cl)c1,4.4%
COC1CN(c2cccc(F)c2)C12CCN(CC1CCCCC1)CC2 (stereo not given),-16.4%
O=C(Nc1ccccc1F)c1ccc2c(=O)n(-c3ccccc3)cnc2c1,-6.6%
O=C(NCc1cccnc1)C(=O)NCC(c1ccco1)N1CCOCC1 (stereo not given),0.1%
O=C(O)c1ccc(C(=O)C(=O)c2ccccc2)cc1,-5.2%
Cc1noc([C@@H]2CN(S(=O)(=O)c3ccc(Cl)s3)C[C@H]2C(N)=O)n1,12.5%
Cc1cccc(C)c1NC(=O)Cn1nc2n(c1=O)CCCCC2,17.4%
CCOc1cc(/C=C2\N=C(C)OC2=O)cc(Cl)c1OCC(=O)OC,?
O=C(O)c1ccc(C(=O)c2ccc(Br)cc2)cc1,13.8%
N#Cc1c(SCC(=O)N2CCOCC2)nc(N2CCCCC2)c2c1CCCC2,4.7%
CCc1ccc(-c2[nH]c3c(c2-c2sc(C)c(C(=O)OC)c2O)c(=O)n(C)c(=O)n3C)cc1,9.9%

# Part of the list above in a different format:
SMILES	KDM5B inhibitor
Cc1ccc(CNC(=O)Cc2c[nH]c3ccccc23)cc1	4.8%
Cc1ccc(-c2nc(C#N)c(N3CCN(C)CC3)o2)cc1	?
CCN(C(=O)CSc1nc(-c2ccc(C(C)C)cc2)no1)c1ccccc1	?
COc1ccccc1NC(=O)CSc1nc2ccccc2c2nc(-c3ccccc3)nn12	8.6%

# Continuation.
SMILES,KDM5B inhibitor
S=C(Nc1ccccc1)N[C@H]1CO[C@H]2[C@@H]1OC[C@H]2OCc1ccccc1,?
CCOc1ccc(NC(=O)CSc2ncc3c(n2)-c2cc(Cl)ccc2N(C)S3(=O)=O)cc1,-27.4%
CCc1noc(-c2cn(C3CCN(C(=O)COc4ccccc4)CC3)nn2)n1,18.3%
CN(C)C(=O)C1CN(C(=O)c2ccccc2Cl)CC12CCOCC2 (stereo not given),9.7%
CCOc1ccc(C(=O)NC2CCN(c3cc(-c4ccc(F)cc4)[nH]n3)CC2)cc1OCC,-2.6%
CC(C)CC(=O)NC1CC(=O)N(c2ccc3c(c2)OCCO3)C1 (stereo not given),-4.0%
COc1ccc(CCNC(=O)c2ccc3c(=O)n(-c4ccccc4)c(=O)[nH]c3c2)cc1OC,11.3%
CCC(=O)N1CCCCCCN(C)C(=O)[C@@H]2CCC[C@@H]21,-19.2%
O=C1NCCCCCCN(C(=O)c2ccccn2)[C@H]2CCCC[C@@H]12,-17.8%
COC1CCC(C(=O)N2CCCn3nc(C)c(-c4ccccc4Oc4ccccc4)c32)CC1 (stereo not given),1.8%
O=C(Nc1ccccc1Cl)N1CCC(Oc2ncccc2C(=O)N2CCOCC2)C1 (stereo not given),18.8%
C=CCc1cc(/C=C2/NC(=O)NC2=O)cc(OCC)c1OCc1ccc(C(=O)O)cc1,-19.4%
O=C(NCC1CC1)c1ccc(CN2C(=O)NC3(CCS(=O)(=O)CC3)C2=O)cc1,7.4%
CN1C(=O)C(CC(=O)NCC2CCN(Cc3cccc(F)c3)CC2)=C2CCCCC21 (stereo not given),-2.6%
COC(=O)[C@@H]1Cc2ncn(Cc3ccccc3)c2CN1C(=O)c1ccc(OC)cc1,?
COc1ccc(OC)c(S(=O)(=O)N2CCCCCCNC(=O)[C@@H]3CCCC[C@@H]32)c1,?
O=C(c1ccccc1)c1ccc(OCC(O)CNCc2cccc(Cl)c2)cc1 (stereo not given),?
O=C(CSc1ncc2c(n1)-c1ccc(Cl)cc1N(Cc1ccccc1)S2(=O)=O)Nc1ccc(F)c(F)c1,-22.0%
Cc1ccccc1C(=O)N1CCC(C(NC(=O)c2cccs2)C(=O)N2CCCCC2)CC1 (stereo not given),-10.7%
COc1ccc(CNC(=O)CSc2ncc3c(n2)-c2ccc(Cl)cc2N(Cc2ccc(F)cc2)S3(=O)=O)cc1OC,-21.4%
O=C(CCS(=O)(=O)c1cccc2nsnc12)N1CCN(c2cccc(Cl)c2)CC1,9.6%
COc1ccc(CC(=O)N2CC(c3nnc(C(C)C)o3)C3(CCOCC3)C2)cc1OC (stereo not given),-11.8%
COC(=O)CC(NC(=O)Cc1c(F)cccc1Cl)c1cccs1 (stereo not given),19.9%
O=C1NC2(CCCN(C(=O)c3ccc4c(c3)OCO4)C2)COc2ccccc21 (stereo not given),-26.0%
CC(=O)c1ccc(NC(=O)Nc2ccc(Br)cc2C)cc1,-0.4%
COc1ccccc1CNC(=O)[C@H]1CCC[C@H]1NC(=O)c1ccncc1,-12.4%
COc1ccc(OC)c(NC(=O)Cn2nc3c(cc2=O)CCCC3)c1,?
COc1ccc(-c2nc(Cn3c(SCc4ccccc4F)nc4ccncc43)c(C)o2)cc1OC,-19.0%
CCC(=O)N1CCc2c(sc3ncnc(NCc4ccccc4)c23)C1,31.6µM*
O=C(Cn1c(-c2cccs2)cc2ccccc21)N1CCN(c2ccc(F)cc2)CC1,?
COc1cc(Cl)c(C)cc1NC(=O)CSc1nc2c(c(=O)[nH]1)CCCC2,11.3%
CNC(=O)[C@H]1C[C@H](Oc2ccccc2)CN1C(=O)CCc1ccc(OC)cc1,-5.5%
CCCc1cc(=O)oc2cc(C)cc(OCC(=O)NC3CC(C)(C)NC(C)(C)C3)c12,i
O=C(CSc1ncccn1)Nc1nc2cc3c(cc2s1)OCCO3,-11.4%
CC(NC(=O)c1n[nH]c2ccccc12)C(=O)N1CCN(c2ccccn2)CC1 (stereo not given),22.4µM*
CCOc1c(Br)cc(C(=O)Nc2ncccc2C)cc1OC,-2.4%
CC(C)C(=O)N1CCC(CCOc2ccccc2F)C1 (stereo not given),-18.3%
CCCN(C)Cc1ccc(C(=O)OC)cc1,14.5%
O=C(C1CC1)N1CCC2(CC1)NC(=O)N(c1cccc(Cl)c1)N2,?
CCCCN(C)C(=O)c1cc2c(C)cc(C)c(C)c2[nH]1,-14.1%

# Part of the list above in order of length of the SMILES, rising.
SMILES,KDM5B inhibitor
Cc1noc(-c2cccc(OC3CN(C(=O)Cc4ccccc4)C3)c2)n1,-35.9%
O=C1NC2(CCCN(C(=O)c3ccc4c(c3)OCO4)C2)COc2ccccc21 (stereo not given),-26.0%
S=C(Nc1ccccc1)N[C@H]1CO[C@H]2[C@@H]1OC[C@H]2OCc1ccccc1,?

# Entries listed so far that bear a hit mark in KDM5B inhibitor:
SMILES,KDM5B inhibitor
CCC(=O)N1CCc2c(sc3ncnc(NCc4ccccc4)c23)C1,31.6µM*
CC(NC(=O)c1n[nH]c2ccccc12)C(=O)N1CCN(c2ccccn2)CC1 (stereo not given),22.4µM*

# New compounds follow.
SMILES,KDM5B inhibitor
COc1ccccc1C(=O)Nc1ccc2oc(-c3cccc(F)c3)nc2c1,?
Cc1ccc(C(=O)N/N=C/c2ccc(Br)s2)cc1,-16.6%
CSc1cccc(NC(=O)Cn2c3c(c(=O)n2-c2ccccc2)Cc2ccccc2O3)c1,-6.2%
COc1ccc(OC)c(NC(=O)CC2CCCCN(C)C2=O)c1 (stereo not given),-11.4%
CN(Cc1ccc(OC(F)F)cc1)C(=O)c1nn(Cc2ccccc2)c(=O)c2ccccc12,1.3%
CN(C)c1cc(=O)c2ccnc(-c3ccccc3F)c2o1,i
CN1C(=O)C(CC(=O)NCc2noc(-c3c(F)cccc3F)n2)N(C)C1=O (stereo not given),29.3%
O=C1CCCC2=C1C(c1ccsc1)CC(=O)N2c1ccc(C(F)(F)F)cc1 (stereo not given),20.0%
CN(C)CCCn1c(=O)n(CCc2ccccc2)c(=O)c2c3c(sc21)CCCCC3,30.8%[activator]
Cc1ccc(S(=O)(=O)NC[C@H]2O[C@@H](CO)[C@@H](O)[C@H]2N2CCN(c3cccc(C(F)(F)F)c3)CC2)cc1,-4.7%
CN1CCN(Cc2cnn(-c3cccc(Cl)c3)c2)CC1CCO (stereo not given),-35.5%
N#Cc1nc(C2CC2)oc1N1CCN(Cc2cccc(F)c2F)CC1,-3.3%
Cc1ccccc1OC(=O)CSc1nnc(-c2cccs2)o1,?
O=C(c1ccc(F)cc1)N1CCC2(CC1)Cc1ccccc1NC2=O,-11.5%[86.2 µM]
COc1cc(/C=N/OCc2ccc(Cl)c(Cl)c2)cc(Cl)c1OC,-11.6%
COc1nc(Nc2ccccc2)nc(OC)n1,26.8%
O=C1c2cc(N3CCOCC3)nc(-c3cccc(F)c3)c2CN1Cc1ccccc1,31.6µM*
COc1ccc(-c2noc([C@@H]3CCCN3C(=O)c3ccc(F)c(Cl)c3)n2)cc1OC,-25.2%
CCc1ccc(NS(=O)(=O)c2ccc3c(c2)C(C)(C)C(=O)N3)cc1,2.1%
Cc1cc(C(=O)COC(=O)Cc2n[nH]c(=O)c3ccccc23)c(C)n1CC(F)(F)F,14.2%
CCCNC(=S)Nc1cc(C)cc(C)c1,10.2%
Cc1c(C(=O)N2CCCCCC2)c(S(=O)(=O)N(Cc2ccccc2)C(C)(C)C)c(C)n1C,-2.9%
O=C(NC1CC1)C(Cl)c1ccccc1 (stereo not given),21.7%
Cc1c(C)[n+](=O)c(-c2ccc(Cl)cc2)c(C)n1[O-],11.6%
Cc1ccc(CNC(=O)Cn2c(=O)ccc3cc(S(=O)(=O)N4CCC(C)CC4)ccc32)o1,-0.5%
O=C(COc1cccc(Cl)c1)N(Cc1ccco1)c1ccccn1,13.8%
CCC(C)C(=O)N1CCCCC1CC (stereo not given),14.9%
CCOc1cc(CN(C)C(=O)CC2C(=O)NCCN2Cc2ccccc2)ccc1OC (stereo not given),?

# The list is partial; count on the stated rates, not on these rows.
